# Compound activity deposited in PubChem BioAssay by National Center for Advancing Translational Sciences (NCATS).
# HTT cytoprotect: cytoprotection in Huntington HTT-Q103 PC12 cell model. PC12 HTT-Q103 induced, cytoprotection, ATP luminescence, 40 h. Potency, µM (series often up to 56.4 µM), without a hit: cytoprotection (ATP increase), actives largely listed as activators. hit rate 0.14% among 230,000;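 note: % of control where 0% means no effect; nearly all actives have a fitted effect of over 45% in size; toxic huntingtin expression switched on by the ecdysone agonist tebufenozide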
#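 ATP quantification (ATPlite) reports survival of PC12 cells in which tebufenozide, 100 nM final, switches on Htt exon 1 with 103 glutamines linked to GFP; compounds are titrated.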
# Tau ThT inhib: inhibitors of human tau fibril formation, thioflavin T binding | P10636 | recombinant tau K18 P301L, heparin-induced fibrillization, ThT fluorescence | Potency, µM (doses to about 57.4 µM), for inactives: top-dose activity, negative = inhibition, hits mostly inhibitors | hit rate 2.1% among 270,000 | AID 1460; note: % is set by controls: 0 for no effect and ±100 for the full control effect; nearly all actives have a fitted effect of over 55% in size
# Target sequence (P10636 561-689 P618L limits assumed): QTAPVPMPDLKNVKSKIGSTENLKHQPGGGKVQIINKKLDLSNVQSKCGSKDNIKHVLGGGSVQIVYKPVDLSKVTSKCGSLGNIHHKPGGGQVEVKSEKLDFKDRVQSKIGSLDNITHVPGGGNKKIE
#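 In this qHTS, human K18 P301L tau is incubated with compound and heparin for 6 hr at 37 C, and Thioflavin T fluorescence then reports fibril load.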
# Tau FP inhib: blocks human tau fibril formation measured by polarization; P10636; K18 P301L tau heparin fibrillization, Alexa594 FP, 6 h; Potency, µM (series often up to 57.7 µM), for inactives: at the top dose activity, negative = inhibition, most hits filed as inhibitors; hit rate 0.39% among 280,000; AID 1468; note: % is set by controls: 0 for no effect and ±100 for the full control effect; nearly all actives have a fitted effect of over 55% in size
#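 Human K18 P301L fragment (15 uM unlabeled plus 0.24 uM Alexa 594-labeled) in 100 mM sodium acetate pH 7 with compound, aggregation induced by 20 uM heparin for 6 hr at 37 C. ThT (30 uM) added for 1 hr, then Alexa 594 FP read.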
# HTT aggregate: mutant huntingtin aggregation inhibition; PC12 HttQ103-GFP aggregates, Acumen cytometry, 40 h; Potency, µM (top dose mostly 46.1 µM), for the others: at the top dose activity change, negative = inhibition, hits mostly inhibitors; hit rate 1.1% among 220,000; AID 1688; note: % is set by controls: 0 for no effect and ±100 for the full control effect; nearly all actives have a fitted effect of over 60% in size
#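 Aggregates are detected as GFP objects 1–25 µm with signal 6 STDEV over background in lysates of induced PC12 cells. These carry Huntingtin exon 1 with 103 glutamines fused to GFP under an ecdysone promoter; compounds titrated.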
# Tau fluor cs: counter-screen for tau fibril formation inhibitors. tau K18 P301L (four-repeat tau fragment) Alexa594 fluorescence, heparin fibrillization. Potency, µM (titrated, usually from 57.7 µM), inactives show at the highest dose activity change, negative = decrease. hit rate 0.93% among 280,000. AID 1463; note: % is set by controls: 0 for no effect and ±100 for the full control effect; nearly all actives have a fitted effect of over 55% in size
#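 Human K18 P301L tau (15 uM unlabeled plus 0.24 uM Alexa 594-labeled, final) in 100 mM sodium acetate pH 7 was mixed with compound and 20 uM heparin and incubated 6 hr at 37 C.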
# KDM4E inh: JMJD2E (human) inhibition | Potency, µM (doses to about 57.1 µM), inactives show at the top dose activity change, negative = inhibition, actives largely listed as inhibitors | hit rate 1.6% among 230,000 | B2RXH2 | AID 2147 | JMJD2E catalytic domain, FDH-coupled NADH fluorescence (FDH is formaldehyde dehydrogenase); active = well fitted inhibition curve with a large enough effect, not every such curve was filed as active; inconclusive = small, poorly fitted or top-dose-only effect, or another doubt; inactive = no such curve, though single readings can be large or run the other way;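 note: 0% = wells with enzyme and -100% = buffer wells without enzyme; nearly all actives have a fitted effect of over 50% in size; many of its hits are not listed in these tables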
# Target sequence (B2RXH2 1-337 limits assumed): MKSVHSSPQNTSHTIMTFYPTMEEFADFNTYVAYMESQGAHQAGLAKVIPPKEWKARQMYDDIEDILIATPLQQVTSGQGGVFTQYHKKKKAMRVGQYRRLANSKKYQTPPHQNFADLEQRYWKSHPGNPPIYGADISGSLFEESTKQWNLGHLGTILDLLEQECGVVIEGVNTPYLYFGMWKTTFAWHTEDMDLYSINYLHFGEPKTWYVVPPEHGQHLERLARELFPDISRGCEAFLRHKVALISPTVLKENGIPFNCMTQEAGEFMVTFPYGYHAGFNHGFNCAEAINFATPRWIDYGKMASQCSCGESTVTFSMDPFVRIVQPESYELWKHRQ
# SMN2 splice enh: increases expression of the SMN2 splice variant | Potency, µM (series often up to 46.1 µM), without a hit: at the top dose activity change, positive = activation, most hits filed as activators | AID 1458 | hit rate 2.8% among 210,000 | HEK293 SMN2-luciferase splicing reporter, luminescence, 30-36 h; note: % of control where 0% means no effect; nearly all actives have a fitted effect of over 55% in size
#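 HEK293 cells carry an SMN2 minigene-luciferase reporter in which exon 7 inclusion puts luciferase in frame. Cells were seeded at 2000 cells/well, attached for 10-12 hours, then exposed to compounds for 30-36 hours at 37C before ONE-Glo luminescence.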
# ALDH1A1 inh: blocks purified human ALDH1A1 activity. P00352. Purified ALDH1A1, NADH fluorescence, propionaldehyde substrate. Potency, µM (highest dose often 75.3 µM), for inactives: at the top dose activity, negative = inhibition, hits mostly inhibitors. hit rate 7.3% among 220,000. AID 1030; active = well fitted inhibition curve with a large enough effect, not every such curve was filed as active; inconclusive = small, poorly fitted or top-dose-only effect, or another doubt; inactive = no such curve, though single readings can be large or run the other way;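 note: plate controls were no enzyme wells and a reference inhibitor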
# Target sequence (P00352 whole entry, looked up): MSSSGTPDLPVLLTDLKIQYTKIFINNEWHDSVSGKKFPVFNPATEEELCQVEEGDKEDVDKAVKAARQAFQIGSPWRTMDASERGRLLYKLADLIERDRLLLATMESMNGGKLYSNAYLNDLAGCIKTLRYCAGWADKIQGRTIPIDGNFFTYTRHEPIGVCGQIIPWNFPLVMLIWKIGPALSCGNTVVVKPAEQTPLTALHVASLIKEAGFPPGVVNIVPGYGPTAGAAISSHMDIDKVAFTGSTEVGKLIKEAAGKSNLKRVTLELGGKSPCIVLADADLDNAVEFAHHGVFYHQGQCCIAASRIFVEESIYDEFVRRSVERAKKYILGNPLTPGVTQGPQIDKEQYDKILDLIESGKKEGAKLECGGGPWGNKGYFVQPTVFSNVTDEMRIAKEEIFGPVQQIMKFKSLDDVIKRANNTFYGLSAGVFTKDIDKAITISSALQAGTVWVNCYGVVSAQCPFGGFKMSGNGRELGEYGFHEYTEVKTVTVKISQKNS
# Starred values were filed as active, the others as inactive; ? = inconclusive; · = not tested or not shown; & = joins results of further samples; [ ] = remark or other dose. Unless noted, calls come from the whole dose curve; as a rule, active = well fitted curve in the direction sought with a large enough effect; inconclusive = small, poorly fitted or top-dose-only effect, or another doubt; inactive = no such curve, though single readings can be large; an effect the other way counts as inactive or inconclusive. Potency is the fitted concentration of half-maximal effect.
SMILES,HTT cytoprotect,Tau ThT inhib,Tau FP inhib,HTT aggregate,Tau fluor cs,KDM4E inh,SMN2 splice enh,ALDH1A1 inh
O=S(=O)(c1ccc2c(c1)OCCO2)N1CCN(c2nc(-c3cccnc3)nc3ccccc23)CC1,12%[10 µM],-1%,7%,-12%,-16%,12%,7%,?
COc1cc2nc(CN(C)Cc3nc4ccccc4c(=O)[nH]3)[nH]c(=O)c2cc1OC,-15%,-14%,-3%,1%,-11%,?,17%,-8%
COc1ccc(CC2(CO)CCN(Cc3cnn(-c4ccccc4OC)c3)CC2)cc1,-19%,-11%,-4%,-5%,-8%,5%,·,3%
COC(=O)c1cc(NC(=O)CN(c2ccc(OC)cc2)S(=O)(=O)c2ccc(F)cc2)ccc1Cl,21%[10 µM],-6%,?,8%,?,0%,-12%,12%
Nc1ccc(/C=C/C(=O)c2ccco2)cc1,34%[10 µM],?,-5%,0%,-23%,-5%,14%,-1%
Fc1ccccc1-c1nnc2c3ccccc3nc(N3CCOCC3)n12,-16%,-10%,-3%,?,-2%,0%,-27%,6%
CC1Cc2ccccc2N1C(=O)c1cnc2sccn2c1=O (stereo unspecified),7%[10 µM],5%,1%,-3%,9%,-6%,9%,-14%
CN(C[C@H](Cc1ccccc1)N(C[C@H](Cc1ccccc1)N(CC1(c2ccccc2)CC1)N=O)N=O)N=O,8%[10 µM],-12%,6%,-2%[9.22 µM],-14%,5%,·,1%
CCCC(=O)NC(NC(=S)Nc1c(C)n(C)n(-c2ccccc2)c1=O)C(Cl)(Cl)Cl (stereo unspecified),16%[10 µM],-9%,2%,-18%,1%,1%,10%,6%
O=c1oc2ccccc2c(N2CCC(c3ccccc3)CC2)c1[N+](=O)[O-],-53%,-4%,?,-1%,-8%,-1%,-7%,4%
CN1CCCCC1CCN1c2ccccc2Sc2ccc(S(C)=O)cc21 (stereo unspecified),10%,8%&-3%,?,-14%,0%&-9%,?,-9%,-2%
COc1ccc(Br)cc1/C=N/NC(=O)c1ccc(OC)c(OC)c1,-29%,?,-3%,19%,-19%,-7%,18%,6%
Nc1nc(C23CC4CC(CC(C4)C2)C3)cs1,2%,-4%,0%,-14%,-19%,-5%,12%,-6%
Nc1nc(CN2CCN(c3ccccc3)CC2)nc(Nc2ccc(Cl)cc2)n1,-41%[inhibitor],?,1%,?,?,8%,-18%,2%
Cn1ncc(C#N)c1/N=C/N1CCCC1,-29%,-3%,-2%,-15%,-4%,5%,-18%,4%
COc1ccc(-c2c(NC(=O)c3ccco3)n(-c3ccc(C)cc3)nc(C)c2=O)cc1,-9%[10 µM],-2%,4%,-12%[9.22 µM],-1%,?,·,·
CCN(CC)C(=O)CSc1nc2ccccc2c(=O)n1OC,-24%[0.074 µM],-2%,-2%,6%,-5%,4%,-14%,?
O=C(CSc1nnc(Nc2ccccc2)s1)NN1C(=O)NC2(CCCCC2)C1=O,·,-3%,-1%,7%,-9%,4%,-6%,9%
CCc1c(O)nc(SCC(=O)Nc2nc3ccccc3s2)n(-c2ccc(C)cc2)c1=O,12%[10 µM],·,-3%,10%[9.22 µM],-11%,-5%,·,·
COc1ccc(NC(=O)CSc2ccc(-c3cccs3)nn2)c(OC)c1,9%,-6%,-7%,-4%,-18%,1%,-4%,10%
Cc1[nH]c2ccccc2c1/C=C(\C#N)S(=O)(=O)c1ccccc1,17%,0%,?,12%[9.22 µM],?,-8%,-14%,?
CC(=O)c1sc(NC(=O)c2ccccc2C)nc1C,-59%[inhibitor],-11%,-3%,-4%,-11%,0%,12%,?
CCCCOc1cccc(C(=O)NC(=S)Nc2cccc(NC(=O)c3ccccc3Cl)c2)c1,23%[10 µM],8%,12%,3%,3%,9%,·,2µM*
Cc1nc(SCC(=O)Nc2ccccn2)n[nH]1,-23%,2%,5%,3%,10%,-4%,2%,3%
COc1ccc(-c2noc(CCCC(=O)NCCc3ccccc3)n2)cc1OC,-20%,-14%,1%,-2%,-7%,2%,-21%,6%
# Other records follow.
SMILES,HTT cytoprotect,Tau ThT inhib,Tau FP inhib,HTT aggregate,Tau fluor cs,KDM4E inh,SMN2 splice enh,ALDH1A1 inh
S=C(NNC(=S)NC1CC2CCC1C2)NC1CC2C=CC1C2 (stereo unspecified),5%[10 µM],-11%,2%,5%[9.22 µM],-15%,13%,·,20µM*
O=C(NCc1cccs1)C1CCCN(S(=O)(=O)c2ccc3c(c2)OCO3)C1 (stereo unspecified),-13%,2%,3%,-9%,7%,5%,·,-4%
N/C(=N\OC(=O)Cc1ccccc1)c1ccc([N+](=O)[O-])cc1,17%[0.074 µM],-13%,-4%,-22%,-21%,4%,6%,-8%
Clc1ccccc1Cn1nnc(-c2cccs2)n1,-7%,-10%,-7%,8%,-13%,-9%,13µM*,?
CCCC(=O)Nc1ccc(C(=O)Nc2cc(C(F)(F)F)ccc2Cl)cc1,-18%,-4%,-10%,-10%,-8%,16%,-33%,9%
CCOc1cc(C2C(C(=O)OCC(C)C)=C(C)N=C3SCCC(=O)N32)ccc1OC(C)=O (stereo unspecified),-24%,-19%,1%,27%,-17%,4%,23%,3%
COC(=O)NC1CSCC1OC(=O)c1ccc(Br)cc1 (stereo unspecified),0%[10 µM],-1%,9%,-14%,0%,18%,-20%,6%
CCCN1CCN(C(c2cc3cc(OCC)ccc3[nH]c2=O)c2nnnn2C2CCCCC2)CC1 (stereo unspecified),-27%[10 µM],-4%,2%,14%,3%,?,13%,?
N#Cc1ccc(C(=O)N/N=C/c2cn(CC(=O)O)c3ccccc23)c(F)c1,·,-11%,8%,14%,-11%,?,14%,-10%
CO[C@@H]1COC(=O)[C@H]2CCCN2C(=O)[C@@H](C)COC(=O)C/C=C\[C@H]1C,2%[10 µM],-10%[11.5 µM],-3%[11.6 µM],·,-9%[11.6 µM],·,·,2%[13.5 µM]
CN(c1ccccc1)S(=O)(=O)c1ccc(NC(=O)c2cc(=O)c3ccccc3o2)cc1,·,-5%,?,·,?,·,2%,·
O=C(NC1(C(F)(F)F)N=C2SCCN2C1=O)c1ccccc1F (stereo unspecified),1%[10 µM],-11%,-3%,-10%[9.22 µM],-12%,-2%,·,14%
Cc1c(Cl)cccc1Nc1ncccc1C(=O)OCC(O)CO (stereo unspecified),15%[10 µM],7%,-7%,-31%[9.22 µM],2%,-3%,·,·
COc1ccccc1NC(=S)N/N=C/c1cccc(C)c1,-20%[10 µM],?,?,-2%,?,5%,?,10%
COc1cc(/C=C/C(=O)NCC(=O)N2CCC(N(C)CCN3CCOCC3)CC2)ccc1OC(C)C,-34%[inhibitor],-2%,-9%,-8%,-4%,?,-18%,?
CCOc1ccc2[nH]c(=O)c(CN(CCO)C(=O)c3ccc(F)cc3)cc2c1,-22%[10 µM],-1%,6%,5%,3%,?,-25%,?
Cc1nc2cc(C(=O)O)ccc2n1-c1ccccc1,-14%,-3%,0%,9%,-1%,7%,-5%,4%
CC1(C)C(CO)=CC(=O)C2=C1SCC(=O)N2,·,-3%,-1%,4%,-8%,10%,10%,7%
CN1C(=O)CC(c2ccco2)Sc2ccccc21 (stereo unspecified),-20%,-20%,-3%,21%,-10%,1%,?,?
CC[C@H](C)[C@@H](NC(=O)O[C@@H]1C(=O)c2ccc(OC)cc2O[C@H]1c1cccc(C(F)(F)F)c1)C(=O)OC,12%,-2%,1%,·,-7%,1%,10%,-3%
CCOC(=O)c1c[nH]c2c(C)cc(C)cc2c1=O,-15%,2%,-2%,-23%,0%,-3%,8%,-1%
CCC1CCCCN1C/C=C/c1ccccc1[N+](=O)[O-] (stereo unspecified),-16%,10%,-5%,12%,1%,-19%,1%,-5%
COc1ccc(NC2=C3CCCC=C3N(c3ccc(OC)cc3)C2=O)cc1,-67%[inhibitor],?,-14%,1%,?,-10%,1%,?
Cc1nonc1OCCN1CCN(c2ccccc2[N+](=O)[O-])CC1,-43%[inhibitor],-11%,-1%,-4%,-10%,3%,-3%,-13%
CSc1nn2c(C)c(C)c(C)nc2c1C#N,9%[10 µM],0%,-4%,-2%,1%,?,?,?

# Structures listed above that bear a hit mark in ALDH1A1 inh:
Compound	Tau ThT inhib	Tau FP inhib	HTT aggregate	KDM4E inh	ALDH1A1 inh
CCCCOc1cccc(C(=O)NC(=S)Nc2cccc(NC(=O)c3ccccc3Cl)c2)c1	8%	12%	3%	9%	2µM*
S=C(NNC(=S)NC1CC2CCC1C2)NC1CC2C=CC1C2 (stereo unspecified)	-11%	2%	5%[9.22 µM]	13%	20µM*

# (list continues)
SMILES,HTT cytoprotect,Tau ThT inhib,Tau FP inhib,HTT aggregate,Tau fluor cs,KDM4E inh,SMN2 splice enh,ALDH1A1 inh
COc1cccc(CC(NC(C)=O)C(=O)NC2CCN(c3ncccc3[N+](=O)[O-])CC2)c1 (stereo unspecified),-8%,-12%,1%,-9%,-5%,3%,-2%,4%
CCOC(=O)c1cc(C(=O)NCc2ccc(Cl)cc2Cl)nn1C,·,-12%,3%,-8%,-6%,4%,4%,2%
O=C(Nc1ccc(-n2cnnn2)cc1)C(c1ccccc1)c1ccccc1,14%[10 µM],9%,-15%,-3%,-25%,?,?,-7%
CCc1nnc(NS(=O)(=O)c2ccc(NC(=S)NC(=O)/C=C/c3cccs3)cc2)s1,7%[10 µM],?,7%,2%[9.22 µM],-14%,-1%,·,13µM*
COc1cccc(NC(=O)C(OC(=O)c2ccccc2NS(=O)(=O)c2cccs2)c2ccccc2)c1 (stereo unspecified),39%[10 µM],6%,?,?,?,?,·,?
COC(=O)c1c(NC(=O)c2ccc(C)cc2)csc1C,-11%[10 µM],?,4%,-20%[9.22 µM],-15%,-17%,·,-13%
Cc1cccc(-c2c3c(=O)n(C)c(=O)n(C)c3c3cnc4ccccc4n23)c1,·,3%,3%,·,0%,·,9%,·
CCOC(=O)c1cc2c(=O)n3ccccc3nc2n(CC(C)C)c1=NC(=O)c1c(-c2c(F)cccc2Cl)noc1C,-25%[10 µM],-9%&-5%,-4%&0%,-4%,-19%&0%,2%,-9%&-8%,?
Cc1ccc(S(=O)(=O)N2CCC(=O)N(CCOCc3ccccc3)CC2)cc1,·,-6%,0%,11%,-15%,-7%,-5%,?
O=C(CSc1nn(-c2ccccc2)c(=S)s1)NC(=O)NCc1ccco1,6%,9%,-16%,-2%,-25%,5%,-12%,-14%

# The list is partial; count on the stated rates, not on these rows.
